Yeast lifespan up = yeast lifespan extension. S. cerevisiae growth with nicotinamide, OD615; deaD strain in restrictive glucose medium. inhibition of the nicotinamide effect, % at 10 µM. 0.68% of 130,000 active. AID 775;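 active means inhibition above a set limit, placed 3 SD over the median of all compounds, cut at about 26% in these data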;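 further: 0% = nicotinamide-treated wells and 100% = cells grown without nicotinamide; some compounds called inactive have numbers as strong as hits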
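Assay system: engineered S. cerevisiae DeaD replicative-lifespan strain, galactose-grown log-phase cells; medium: restrictive CSMM-D dextrose medium; also added: nicotinamide, 1.5 mM, co-present with compound; schedule: 48 h compound exposure at 30 °C, humidified; detection: absorbance at 615 nm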
NPY-Y2 antag = blocks the human neuropeptide Y Y2 receptor; P49146; NPY-Y2 expressing cells, antagonist mode; inhibition, % at 2.7 µM; 0.99% of 140,000 active; in the data active means inhibition above about 17%;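 further: 0% = vehicle with agonist challenge and 100% = reference antagonist with challenge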
Target sequence (P49146 whole entry, looked up): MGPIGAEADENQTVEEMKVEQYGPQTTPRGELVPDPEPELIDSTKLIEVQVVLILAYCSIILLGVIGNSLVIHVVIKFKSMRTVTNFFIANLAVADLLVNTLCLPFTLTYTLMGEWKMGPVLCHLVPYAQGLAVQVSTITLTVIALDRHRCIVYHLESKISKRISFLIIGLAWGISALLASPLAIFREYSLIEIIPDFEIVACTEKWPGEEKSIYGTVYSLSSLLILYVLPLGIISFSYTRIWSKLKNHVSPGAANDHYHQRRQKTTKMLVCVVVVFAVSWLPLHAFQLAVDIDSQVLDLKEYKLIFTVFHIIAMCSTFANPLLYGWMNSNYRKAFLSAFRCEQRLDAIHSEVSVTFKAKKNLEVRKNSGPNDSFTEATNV
MRP-1 activ = activates MRP-1. H69AR cells + doxorubicin, viability rescue, CellTiter-Glo. viability increase, % at 10 µM. 0.61% of 140,000 active;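 active means viability gain under doxorubicin at or above a set limit, the compound median plus 3 SD, cut at about 4.7% in these data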;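 further: MRP-1 overexpressing cells given doxorubicin 25 µM after compound pretreatment; 18-22 h compound pretreatment then 72 h with doxorubicin before readout; 0% = doxorubicin-only wells and 100% = vehicle-treated cells without doxorubicin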
GALR2 antag = antagonists of human galanin receptor 2 (GALR2); 0.39% of 140,000 active; inhibition, % at 4 µM; O43603; AID 828; GALR2-expressing cells, antagonist mode; in the data active means inhibition above about 27%;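 further: cells stimulated with galanin 1-16 at roughly its EC80; 0% = agonist challenge control and 100% = basal control without agonist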
Target sequence (O43603 whole entry, looked up): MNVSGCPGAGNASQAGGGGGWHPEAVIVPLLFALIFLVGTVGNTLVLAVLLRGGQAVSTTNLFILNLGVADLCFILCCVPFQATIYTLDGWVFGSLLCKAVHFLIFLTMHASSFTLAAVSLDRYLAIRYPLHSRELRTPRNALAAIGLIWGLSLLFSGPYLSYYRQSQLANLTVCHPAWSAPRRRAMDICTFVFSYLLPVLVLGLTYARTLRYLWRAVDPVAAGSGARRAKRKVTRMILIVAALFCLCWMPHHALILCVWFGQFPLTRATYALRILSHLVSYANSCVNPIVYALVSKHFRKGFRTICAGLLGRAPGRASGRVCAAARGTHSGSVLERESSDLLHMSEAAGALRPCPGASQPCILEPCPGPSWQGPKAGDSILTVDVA
Yeast growth inh = chemicals that inhibit yeast BB579 growth in restrictive medium (lifespan-shortening candidates); 0.51% of 140,000 active; S. cerevisiae BB579 growth, OD615, 48 h; AID 804; inhibition, % at 10 µM;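 active means inhibition above a set limit, 3 SD over the mean compound inhibition, cut at about 44% in these data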; further: inactives centre near -24
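Test system: S. cerevisiae DeaD strain BB579 yeast; Medium: restrictive CSMM-D medium; Compound: one dose, 10 µM compound with 0.25% DMSO; Incubation: 4 h cell preincubation, 48 h compound exposure, 30 °C humidified; Signal: OD at 615 nm; Benchmarks: amphotericin B at 10 µg/mL as positive control.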
bCat KO growth = beta-catenin-lacking colon tumor cell growth suppression; HCT116 beta-catenin knockout viability, CellTiter-Glo, 60 h; hits give low values; viability, % at 10 µM; 1.5% of 140,000 active; AID 818;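 active means viability at or under a set limit, the compound median less 4 SD, cut at about 6% in these data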;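 further: 0% = Hyamine 1622 control at 20 µM and 100% = untreated cell control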
HCT116 PTEN-null = growth suppressors of cells with PTEN tumor suppressor deletion | HCT116 PTEN-null viability, CellTiter-Glo, 60 h; hits give low values | AID 827 | viability, % at 10 µM | 1.2% of 140,000 active;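 active means viability at or below a set limit, 4 SD under the median of all tested compounds, cut at about 3.7% in these data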;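 further: PTEN knockout HCT116 line with beta catenin targeted HCT116 as companion control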
Phagocytosis inh = blocks phagocytosis by macrophages; J774A.1 macrophage IgG-bead phagocytosis, imaging; inhibition, % at 5 µM; 0.07% of 110,000 active; AID 1029;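 active means inhibition above the mean of the plate negative controls plus 5 SD, cut at about 13% in these data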;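 further: phagocytic index as fraction of beads internalized from green versus red external bead signal; plate controls were DMSO negative control for no effect and cytochalasin-D positive control for full effect; some results beyond the cut were filed as inactive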
E-sel TNF inh = blocks E-selectin expression induced by TNF alpha | HUVEC TNFa-induced E-selectin immunofluorescence, high content | inhibition, % at 2 µM | 0.71% of 120,000 active;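 active means inhibition above the batch mean plus 3 SD, and confirmed as a hit on visual image review, cut at about 43% in these data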;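 further: 0% = TNF-stimulated DMSO wells and 100% = unstimulated control wells; not every result past the cut was called active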
Measles CPE = protection of cells from measles virus. Measles virus-infected cells, CPE protection, absorbance. protection (pct of control), % at 4 µM. 1.5% of 140,000 active. AID 841; in the data active means protection mostly above about 24%, no sharp cut-off; inactive means mostly below about 26%; further: some compounds called inactive have numbers as strong as hits
Starred values were filed as active, the others as inactive; nt = no result given; & = joins results of further samples.

SMILES | Yeast lifespan up | NPY-Y2 antag | MRP-1 activ | GALR2 antag | Yeast growth inh | bCat KO growth | HCT116 PTEN-null | Phagocytosis inh | E-sel TNF inh | Measles CPE
Cc1ccccc1-c1nc(CS(=O)(=O)CC(=O)NCCCN2CCCC2)c(C)o1 | -7.6 | 1.0 | -1.8 | -10.7 | -8.4 | 86.2 | 95.6 | 0.2 | nt | 6.2
Cn1cnnc1SCC(=O)N1CCC(Cc2ccccc2)CC1 | -7.9 | -1.4 | -0.7 | -7.8 | -43.9 | 93.7 | 95.5 | nt | -0.3 | 19.2
O=S(=O)(Nc1cccc2cn[nH]c12)c1ccc(F)cc1 | -3.4 | 2.7 | 1.7 | -3.7 | -32.0 | 110.6 | 89.1 | 1.9 | -24.9 | 5.0
Cc1cccc(OCC(=O)N/N=C\c2cc3c(cc2[N+](=O)[O-])OCO3)c1C | -6.9 | 3.2 | -0.5 | -4.2 | -44.3 | 76.4 | 77.2 | -0.7 | 8.9 | 9.9
O=C1CCc2cc(S(=O)(=O)N3CCN(c4cccc(Cl)c4)CC3)ccc2N1 | -0.8 | -0.7 | -2.6 | 8.3 | -5.0 | 61.8 | 53.9 | -3.0 | nt | 12.4
COc1ccc(C2C(C(=O)NC(C)C)c3ccccc3C(=O)N2C)cc1OC (centres undefined) | -2.2 | -0.1 | -2.0 | -2.9 | -26.9 | 103.2 | 99.6 | 1.3 | nt | 31.9
COc1ccc(CCNC(=O)c2cc(C(C)C)on2)cc1OC | -4.3 | 2.5 | -0.6 | -7.7 | 6.3 | 94.4 | 94.5 | -0.6 | 9.2 | 20.2
CC(=O)c1c(C)[nH]c(C(=O)COC(=O)CN(C)S(=O)(=O)c2ccc(Cl)cc2)c1C | -8.8 | 2.2 | -0.1 | -1.1 | -21.1 | 94.8 | 103.8&105.3 | -1.4 | -16.2 | 5.2
CCOC(=O)N1CCN(S(=O)(=O)c2cc(Br)cc3c2N(C(=O)CC)CC3)CC1 | -2.8 | 1.2 | -0.3 | 6.5 | -28.8 | 92.2 | 100.7 | -1.4 | -39.8 | 13.8
CN1CCN(CCCNC(=O)c2cc3c(=O)oc4ccccc4c3s2)CC1 | -7.5 | 0.3 | -1.4 | 8.6 | -15.1 | 92.0 | 108.8 | -2.4 | -31.7 | 14.9
COc1ccc(NC(=O)NCc2ccncc2)cc1 | -5.9 | 1.8 | -0.9 | 1.7 | -1.4 | 96.5 | 94.3 | nt | 7.9 | 3.2
Cc1ccc(/C=N/NC(=O)c2cccc([N+](=O)[O-])c2)o1 | -4.4 | 0.8 | -3.4 | -4.6 | -15.1 | 94.4 | 96.3 | -10.3 | nt | 5.0
O=[N+]([O-])c1ccc(N2CCN(C(=S)NC3CCCCC3)CC2)cc1 | -18.6 | 0.1 | -1.6 | 7.4 | -29.0 | 27.6 | 47.3 | -2.6 | -41.0 | 4.6
Cn1c(=O)c2cn3c(c2n(C)c1=O)C(c1ccccc1)CC(c1ccccc1)=N3 (centres undefined) | -12.1 | 0.0 | -3.0 | 10.7 | -42.1 | 88.8 | 92.4 | -0.3 | -17.6 | 12.7
Cc1cc(=O)oc(C)c1C(=O)NC12CC3CC(CC(C3)C1)C2 | -7.9 | 0.5 | -0.2 | -1.5 | -28.8 | 88.3 | 98.8 | -0.2 | -19.5 | 19.5
CC1CC(=O)N(C)c2ccc([N+](=O)[O-])cc2N1 (centres undefined) | 0.7 | -0.1 | -1.1 | 8.9 | -22.1 | 86.4 | 89.4 | -5.5 | nt | 4.0
COc1ccc(Sc2ccccc2CN(C)C)cc1OC | -2.6 | 6.1 | -2.3 | 6.2 | 4.5 | 83.9 | 77.3 | -1.9 | -67.0 | 13.7
O=C(CCNS(=O)(=O)c1cccc2nsnc12)N1CCc2ccccc21 | -5.5 | 1.2 | -1.7 | -12.6 | -41.8 | 91.4 | 104.1 | -0.8 | -16.2 | 2.4
COc1cccc(C2/C(=C(\O)c3ccc4c(c3)OCCO4)C(=O)C(=O)N2CCN(C)C)c1 (centres undefined) | -3.3 | 1.1 | -2.4 | 2.5 | -16.5 | 95.9 | 101.1 | 0.4 | nt | 26.7
CCCCn1c(Nc2ccccc2)nc2ccccc21 | 1.5 | 3.9 | -0.5 | 8.8 | -54.1 | 98.5 | 92.9 | -0.2 | -58.7 | 0.9

Fetched one by one from the entries so far, 2 records:
SMILES | Yeast lifespan up | NPY-Y2 antag | MRP-1 activ | GALR2 antag | Yeast growth inh | bCat KO growth | HCT116 PTEN-null | Phagocytosis inh | E-sel TNF inh | Measles CPE
COc1cccc(C2/C(=C(\O)c3ccc4c(c3)OCCO4)C(=O)C(=O)N2CCN(C)C)c1 (centres undefined) | -3.3 | 1.1 | -2.4 | 2.5 | -16.5 | 95.9 | 101.1 | 0.4 | nt | 26.7
O=C1CCc2cc(S(=O)(=O)N3CCN(c4cccc(Cl)c4)CC3)ccc2N1 | -0.8 | -0.7 | -2.6 | 8.3 | -5.0 | 61.8 | 53.9 | -3.0 | nt | 12.4

Carrying on:
SMILES | Yeast lifespan up | NPY-Y2 antag | MRP-1 activ | GALR2 antag | Yeast growth inh | bCat KO growth | HCT116 PTEN-null | Phagocytosis inh | E-sel TNF inh | Measles CPE
Cc1cc(CSc2ccccc2)ccc1NC(=O)COc1ccccc1C | 4.2 | 10.0 | 3.5 | 5.7 | -10.8 | 91.1 | 103.5 | -9.9 | nt | 2.9
CCCNC(=O)NC(=O)CSc1nc2ccccc2n1CC(C)C | -11.8 | 10.3 | -0.9 | -6.1 | -13.2 | 82.6 | 73.8 | -0.9 | nt | 26.4
CC1(C)NC(C)(C)C(O)(C(N)=O)C1=O (centres undefined) | -21.8 | -1.9 | -0.4 | -6.0 | -1.5 | 101.0 | 91.0 | nt | 13.8 | 11.9
Cc1ccc2nc(N3CCN(c4cccc(C)c4C)CC3)c3nnnn3c2c1 | -12.1 | -1.4 | 1.0 | -6.3 | -63.8 | 80.7 | 80.4 | 0.9 | -18.9 | 27.6
Cc1ccc(NS(=O)(=O)c2ccc(C(=O)N3CCN(c4ccccn4)CC3)cc2)cc1 | -13.4 | 2.0 | -1.5 | 2.0 | 3.5 | 58.3 | 62.4 | nt | -10.4 | 6.3
COc1ccc(CCNC(=O)c2ccc(CN3CCOCC3)cc2)cc1 | -10.1 | 2.4 | -0.3 | -15.8 | -11.3 | 104.5 | 96.2 | 0.5 | 0.3 | 10.6
CC(=O)Nc1c(C)nn(-c2ccc(C)c(C)c2)c1C | -9.6 | 3.1 | -1.4 | -7.3 | 3.2 | 83.1 | 90.1 | nt | -45.4 | 3.1
COc1ccc(CNC(=O)C2CCCN(S(=O)(=O)c3c(C)n[nH]c3C)C2)cc1 (centres undefined) | 1.2 | 1.7 | -1.7 | 3.3 | 2.7 | 87.0 | 95.9 | -1.1 | 18.2 | 11.1

By substructure, those above containing four or more nitrogen atoms.
SMILES | Yeast lifespan up | NPY-Y2 antag | MRP-1 activ | GALR2 antag | Yeast growth inh | bCat KO growth | HCT116 PTEN-null | Phagocytosis inh | E-sel TNF inh | Measles CPE
Cn1cnnc1SCC(=O)N1CCC(Cc2ccccc2)CC1 | -7.9 | -1.4 | -0.7 | -7.8 | -43.9 | 93.7 | 95.5 | nt | -0.3 | 19.2
O=[N+]([O-])c1ccc(N2CCN(C(=S)NC3CCCCC3)CC2)cc1 | -18.6 | 0.1 | -1.6 | 7.4 | -29.0 | 27.6 | 47.3 | -2.6 | -41.0 | 4.6
Cn1c(=O)c2cn3c(c2n(C)c1=O)C(c1ccccc1)CC(c1ccccc1)=N3 (centres undefined) | -12.1 | 0.0 | -3.0 | 10.7 | -42.1 | 88.8 | 92.4 | -0.3 | -17.6 | 12.7
O=C(CCNS(=O)(=O)c1cccc2nsnc12)N1CCc2ccccc21 | -5.5 | 1.2 | -1.7 | -12.6 | -41.8 | 91.4 | 104.1 | -0.8 | -16.2 | 2.4
CCCNC(=O)NC(=O)CSc1nc2ccccc2n1CC(C)C | -11.8 | 10.3 | -0.9 | -6.1 | -13.2 | 82.6 | 73.8 | -0.9 | nt | 26.4
Cc1ccc2nc(N3CCN(c4cccc(C)c4C)CC3)c3nnnn3c2c1 | -12.1 | -1.4 | 1.0 | -6.3 | -63.8 | 80.7 | 80.4 | 0.9 | -18.9 | 27.6
Cc1ccc(NS(=O)(=O)c2ccc(C(=O)N3CCN(c4ccccn4)CC3)cc2)cc1 | -13.4 | 2.0 | -1.5 | 2.0 | 3.5 | 58.3 | 62.4 | nt | -10.4 | 6.3
COc1ccc(CNC(=O)C2CCCN(S(=O)(=O)c3c(C)n[nH]c3C)C2)cc1 (centres undefined) | 1.2 | 1.7 | -1.7 | 3.3 | 2.7 | 87.0 | 95.9 | -1.1 | 18.2 | 11.1
